Source: PubChem BioAssay (several laboratories)
MK inhibit: S. pneumoniae mevalonate kinase inhibition | purified MK, PK/LDH-coupled NADH absorbance 340 nm | inhibition, % at 10 µM | 65,000 compounds, 0.48% hits | AID 555;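 active = ranked among the strongest by inhibition in the single 10 µM screen, a fixed top-ranked set picked for dose follow-up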; note: no value below 0 was filed
Bfl-1 displacement: displacement of Bid BH3 peptide from Bfl-1 – biochemical, fluorescence polarization, FITC-Bid, mouse, primary screen (AID 432); FITC-Bid BH3 peptide fluorescence polarization displacement; higher % means a stronger effect; one-dose displacement, % at 20 µM; IC50 in µM for titrated hits; 64,000 compounds, 0.02% hits; in the data active = a potency from the dose series; inactive = the rest, 99 in 100 with displacement below about 15%; note: strong numbers were not always called active
Spn DPM-DC inh: blocks S. pneumoniae diphosphomevalonate decarboxylase. purified DPM-DC, PK/LDH coupled NADH fluorescence. calls only at 10 µM. 65,000 compounds, 0.49% hits. AID 556;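 active = the 320 compounds with the highest percent inhibition in the single-dose primary screen, excluding strongly autofluorescent ones, cut at about 32% in these data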;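 note: kinetic rate of NADH fluorescence loss reporting ADP formed by the decarboxylase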
LYP phosphatase: inhibition of human PTPN22 tyrosine phosphatase – biochemical, DiFMUP fluorescence, recombinant catalytic domain, 10 µM, primary screen (AID 606); recombinant LYP catalytic domain, DiFMUP fluorescence; higher % means a stronger effect; one-dose inhibition, % at 10 µM; IC50 in µM for titrated hits; 52,000 tested, under 10 active;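 active = IC50 under 40 µM in the dose-response test; inactive = IC50 of 40 µM or more, or never dose-tested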
HPDE-C7 viability: cytotoxicity in HPDE-C7 cells, cell-based, fluorescence, HTS (AID 430) | HPDE-C7 pancreatic duct cells viability, fluorescence; higher % means a stronger effect | one-dose cytotoxicity, % at 10 µM; EC50 in µM for titrated hits | 63,000 compounds, 1.8% hits;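 note: cells exposed to compound for 48 hours before viability readout; 0% = vehicle and 100% = reference cytotoxic drug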
Spn PMK inh: S. pneumoniae PMK inhibition | purified PMK, PK/LDH-coupled NADH absorbance 340 nm | inhibition, % at 10 µM | 65,000 compounds, 0.49% hits | AID 539;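 active = top-ranked compounds by inhibition in the single 10 µM screen, taking a fixed number of the strongest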;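 note: 0% = full reaction with DMSO carrier and 100% = background rate without enzyme reaction; no value below 0 was filed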
Alkaline phosphatase: inhibition of tissue-nonspecific alkaline phosphatase – biochemical, luminescent (AID 518) | purified TNAP enzyme, luminescent substrate readout; higher % means a stronger effect | one-dose inhibition, % at 20 µM; IC50 in µM for titrated hits | 64,000 compounds, 0.09% hits; in the data active = a potency from the dose series; inactive = the rest, 99 in 100 with inhibition below about 22%;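 note: plate controls were vehicle for no effect and reference inhibitor for full effect; many of its hits are not listed in these tables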
KRASV12 cytotoxicity: cytotoxicity in KRAS-transformed pancreatic duct cells, primary screen, cell-based, fluorescence, HTS (AID 431). HPDE-C7K KRASV12 cells, Alamar Blue viability, 48 h; higher % means a stronger effect. 63,000 compounds, 1.7% hits. one-dose cytotoxicity, % at 10 µM; EC50 in µM for titrated hits;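 active = compounds whose percent cytotoxicity in the single-dose primary screen, scaled between solvent and toxic-drug controls, exceeds 50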;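 note: 0% = DMSO solvent wells and 100% = doxorubicin-treated wells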
HT1080 viability: HT1080 cell viability loss – fluorescence readout (AID 620) | HT1080 viability, fluorescence; higher % means a stronger effect | one-dose cytotoxicity, % at 10 µM; EC50 in µM for titrated hits | 87,000 compounds, 0.42% hits;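 note: cells exposed to compound overnight then 4 h with Alamar Blue; 0% = vehicle DMSO and 100% = killing control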
Spn PMK inh pilot replicates: also measured in Spn PMK inh; calls as there; inhibition, %; measured here: pilot screen replicates
MK inhibit pilot replicates: further read-out of MK inhibit, marked with its call; inhibition, %; measured here: pilot screen replicates
Spn DPM-DC inh pilot screen %: recorded beside Spn DPM-DC inh, whose call it bears; inhibition, %; measured here: pilot screen trials
* = called active by the depositor; i = inactive; x = not tested or not shown. Cut-off read from the data, not from the text of the source, unless noted: active = cytotoxicity above about 50%; inactive = the rest.

SMILES	MK inhibit	Bfl-1 displacement	Spn DPM-DC inh	LYP phosphatase	HPDE-C7 viability	Spn PMK inh	Alkaline phosphatase	KRASV12 cytotoxicity	HT1080 viability	others
O=C(c1ccc(Cl)cc1)C1CCN(C(=O)N2CCOCC2)CC1	5.0	12.2%	i	x	-7.7%	13.0	6.5%	2.3%	-1.9%
CCOC(=O)Nc1ccc2ncn(C)c(=O)c2c1	0.0	1.8%	i	1.8%	-1.3%	7.0	3.1%	0.2%	1.5%
Cc1cc(=O)oc2ccc(OC(=O)c3cccc(S(=O)(=O)N4CCOCC4)c3)cc12	0.0	-5.0%	i	9.0%	0.3%	0.0	2.7%	-9.2%	-4.0%
COc1ccc(C2=CC(c3ccc(Cl)cc3)n3cnnc3N2)cc1OC (configuration not stated)	7.0	2.2%	i	x	-35.5%	6.0	9.4%	-25.8%	3.4%
c1csc(-c2cnc3n2CCCC3)c1	6.0	-13.5%	i	x	-11.3%	0.0	1.1%	-22.1%	1.2%
O=C(O)C1=C(C(=O)Nc2ccc(F)c(Cl)c2)CCCC1	0.0	6.0%	i	x	6.9%	25.0*	16.3%	5.0%	-0.7%
Cc1ccccc1Cn1cnc2c(nnn2Cc2ccc(F)cc2)c1=O	10.0	0.3%	i	0.4%	-2.3%	12.0	3.4%	-5.7%	20.9%
COc1ccc(NC(=O)CN(C)S(=O)(=O)c2ccccc2)cc1OC	6.0	-4.8%	i	8.4%	5.2%	2.0	5.8%	-5.6%	3.9%
CC(C)(C)c1cc(C(c2cccnc2)N2CCN(CCO)CC2)cc(C(C)(C)C)c1O (configuration not stated)	9.0	2.4%	i	x	3.77µM*	4.0	12.8%	3.45µM*	x
O=C1C2ON(c3ccccc3)C(c3cccnc3)C2C(=O)N1c1ccccc1 (configuration not stated)	7.0	-2.0%	i	-6.8%	-22.5%	4.0	16.6%	-1.3%	28.0%	Spn PMK inh pilot replicates=0.0;MK inhibit pilot replicates=3.0;Spn DPM-DC inh pilot screen %=0.5
CC1CCc2nc(N)c(C#N)c(-c3cccn3C)c2C1 (configuration not stated)	7.0	-5.4%	i	9.4%	14.9%	14.0	10.6%	9.3%	-9.9%
N#C/C(C(=O)Oc1ccccc1)=C1\C=CC=CN1	2.0	-2.7%	i	-7.2%	1.2%	12.0	5.8%	14.8%	-8.7%
CCc1ccccc1NC(=O)c1cc2sccc2n1C	8.0	7.3%	i	-10.5%	-11.9%	10.0	-1.9%	1.8%	8.9%
CS(=O)(=O)Nc1cccc2cccnc12	0.0	-4.8%	i	0.1%	6.6%	8.0	-8.2%	14.8%	-0.8%
Clc1ccc(C2CC(c3ccco3)n3ncnc3N2)cc1Cl (configuration not stated)	6.0	x	i	6.0%	x	0.0	x	x	-9.4%
CCOC(=O)CSc1nc2c(sc(=S)n2CCc2ccccc2)c(=O)n1Cc1ccco1	0.0	4.2%	i	x	9.0%	0.0	9.1%	-3.0%	25.8%
CCOC(=O)c1c(C)c(C(=O)NCc2ccc3c(c2)OCO3)c(C)n1C	1.0	-1.7%	i	x	-8.6%	13.0	4.7%	4.2%	-6.5%
COc1cccc(C(=O)Nc2cnc(NC(=O)c3ccco3)cc2C)c1	8.0	-7.6%	i	5.3%	8.6%	0.0	10.9%	20.2%	-2.2%	Spn PMK inh pilot replicates=3.0;MK inhibit pilot replicates=2.0;Spn DPM-DC inh pilot screen %=0.0
Cc1ccc(C(=O)O)cc1S(=O)(=O)N1CCSCC1	0.0	-1.3%	i	4.5%	-15.4%	10.0	8.8%	1.9%	-6.0%
Cc1ccc(N=c2oc3cc(O)ccc3cc2C(N)=O)cc1	6.0	2.3%	i	x	3.9%	1.0	12.4%	-2.9%	-2.3%

Brought forward from above: 6 entries; new compounds follow.
SMILES	MK inhibit	Bfl-1 displacement	Spn DPM-DC inh	LYP phosphatase	HPDE-C7 viability	Spn PMK inh	Alkaline phosphatase	KRASV12 cytotoxicity	HT1080 viability	others
Clc1ccc(C2CC(c3ccco3)n3ncnc3N2)cc1Cl (configuration not stated)	6.0	x	i	6.0%	x	0.0	x	x	-9.4%
CCOC(=O)CSc1nc2c(sc(=S)n2CCc2ccccc2)c(=O)n1Cc1ccco1	0.0	4.2%	i	x	9.0%	0.0	9.1%	-3.0%	25.8%
CCOC(=O)c1c(C)c(C(=O)NCc2ccc3c(c2)OCO3)c(C)n1C	1.0	-1.7%	i	x	-8.6%	13.0	4.7%	4.2%	-6.5%
COc1cccc(C(=O)Nc2cnc(NC(=O)c3ccco3)cc2C)c1	8.0	-7.6%	i	5.3%	8.6%	0.0	10.9%	20.2%	-2.2%	Spn PMK inh pilot replicates=3.0;MK inhibit pilot replicates=2.0;Spn DPM-DC inh pilot screen %=0.0
Cc1ccc(C(=O)O)cc1S(=O)(=O)N1CCSCC1	0.0	-1.3%	i	4.5%	-15.4%	10.0	8.8%	1.9%	-6.0%
Cc1ccc(N=c2oc3cc(O)ccc3cc2C(N)=O)cc1	6.0	2.3%	i	x	3.9%	1.0	12.4%	-2.9%	-2.3%
COc1ccc(-c2nc(S(=O)(=O)c3ccc(C)cc3)c(N3CCCC3)o2)cc1	6.0	0.7%	i	6.8%	8.4%	12.0	3.3%	4.7%	0.8%
CCc1nc(N)c(C#N)c(-c2ccccc2OC)c1C	5.0	-9.0%	i	2.0%	-19.1%	15.0	14.1%	-9.4%	9.5%
COc1ccc(C2NC(=O)CS2)cc1OC (configuration not stated)	4.0	-7.1%	i	x	4.5%	14.0	8.9%	7.1%	11.1%
O=NC1=C(c2c(O)[nH]c3ccccc23)CCCC1	0.0	-3.8%	i	x	-4.3%	0.0	15.1%	5.5%	0.8%
CC1CCc2cc(F)cc3c(O)c(C(=O)NCc4ccco4)c(=O)n1c23 (configuration not stated)	2.0	1.5%	i	-1.0%	-1.5%	1.0	9.3%	2.5%	-5.5%
O=C(CCNS(=O)(=O)c1cccc2nsnc12)Nc1ccc2c(c1)OCCO2	11.0	6.0%	i	x	-18.7%	0.0	10.3%	-1.5%	x	Spn PMK inh pilot replicates=0.5;MK inhibit pilot replicates=0.0;Spn DPM-DC inh pilot screen %=0.0
CSc1nc(C)cc(OCCNS(=O)(=O)c2cc(C)ccc2C)n1	1.0	-8.6%	i	6.4%	-1.6%	0.0	12.3%	7.8%	16.2%
COc1cccc(NC(=O)Cn2c(=O)n(CCCC(=O)NCc3ccco3)c(=O)c3ccccc32)c1	0.0	-2.7%	i	-2.1%	2.4%	16.0	0.8%	10.0%	-7.3%
Cc1ccc(CN(CC(=O)NCCc2ccccc2)C(=O)CCCC(=O)Nc2cc(C)on2)cc1	7.0	-5.4%	i	x	-2.5%	14.0	12.2%	-4.6%	12.5%
CCc1cc2ccc(C)cc2nc1SCC(=O)N1CCN(C(=O)c2ccco2)CC1	7.0	1.6%	i	-3.1%	-1.0%	14.0	17.6%	16.4%	-3.1%	Spn PMK inh pilot replicates=0.5;MK inhibit pilot replicates=3.0;Spn DPM-DC inh pilot screen %=0.0
CCCCN1Cc2cc(C(=O)c3cc(F)ccc3O)cnc2NC1=O	0.0	-2.3%	i	-40.8%	6.2%	9.0	5.5%	6.7%	-2.9%
COc1ccc(-c2coc3cc(O)cc(O)c3c2=O)cc1	2.0	-4.0%	i	16.4%	-3.5%	5.0	13.8%	8.0%	-0.6%	Spn PMK inh pilot replicates=0.0;MK inhibit pilot replicates=0.0;Spn DPM-DC inh pilot screen %=1.5
Cn1ccnc1SCc1cc(=O)[nH]c2ccccc12	3.0	-3.6%	i	8.6%	2.9%	8.0	6.2%	-6.7%	10.7%
CCOC(=O)c1sc(NC(NC(=O)c2ccco2)(C(=O)OC)C(F)(F)F)nc1C (configuration not stated)	4.0	-9.5%	i	14.9%	-1.6%	9.0	3.0%	1.0%	-7.4%
O=C(CSc1ncc(-c2ccc(F)cc2)[nH]1)Nc1cccc(O)c1	9.0	-5.2%	i	10.1%	-1.3%	5.0	12.9%	25.6%	11.5%
O=C(Cc1cccs1)Nc1nnc(CCc2ccccc2)s1	22.0	0.8%	i	14.6%	11.7%	8.0	7.9%	4.1%	1.0%	Spn PMK inh pilot replicates=0.0;MK inhibit pilot replicates=4.5;Spn DPM-DC inh pilot screen %=0.0
N#Cc1c(/N=C/c2ccco2)sc2c1CCC2	15.0	10.3%	i	-3.4%	-11.5%	3.0	3.0%	0.3%	4.7%	Spn PMK inh pilot replicates=3.5;MK inhibit pilot replicates=1.5;Spn DPM-DC inh pilot screen %=2.5
Brc1ccc(-c2nc(-c3ccncc3)no2)o1	4.0	4.0%	i	x	6.1%	4.0	4.4%	0.3%	-9.8%
O=C(c1ccccc1)N1CCCC(c2nc3c(nnn3Cc3ccccc3)c(=O)[nH]2)C1 (configuration not stated)	5.0	0.2%	i	12.4%	-17.7%	4.0	10.0%	-28.4%	9.3%
O=C(Nc1nc2c(s1)CCCC2)c1ccc(Br)o1	3.0	-1.7%	i	-6.7%	3.0%	4.0	14.3%	1.1%	6.5%
COc1cccc(CC(=O)NCC2COc3ccccc3O2)c1OC (configuration not stated)	8.0	-9.2%	i	-34.6%	-21.7%	4.0	5.7%	-10.4%	11.5%
O=c1cc(CSc2nnnn2-c2ccccc2)[nH]c2[nH]n(-c3ccccc3)c(=O)c12	7.0	-2.5%	i	5.3%	0.6%	1.0	1.7%	2.2%	5.5%
CCCCCSc1nc2c(cnn2-c2ccccc2)c(=O)[nH]1	0.0	-4.8%	i	-0.4%	57.7%*	6.0	5.5%	-11.8%	-13.8%	Spn PMK inh pilot replicates=8.0;MK inhibit pilot replicates=0.0;Spn DPM-DC inh pilot screen %=1.0
CCn1c(Sc2ccc(N)cc2Cl)nc2ccccc21	0.0	-2.4%	i	4.6%	17.6%	0.0	2.6%	24.7%	7.0%
CCCCNC(=O)C(NS(=O)(=O)c1cccc2nsnc12)c1ccccc1 (configuration not stated)	0.0	0.5%	i	3.4%	-6.7%	17.0	5.4%	-13.0%	-0.5%
CC(Sc1cccc2cccc(C(=O)O)c12)C(=O)O (configuration not stated)	0.0	3.1%	i	16.3%	-1.1%	0.0	6.7%	5.7%	3.5%
CSCCC(NS(=O)(=O)c1ccc2c(c1)oc(=O)n2C)C(=O)NC1CCCCC1 (configuration not stated)	13.0	0.7%	i	-4.8%	0.3%	7.0	14.1%	4.7%	6.2%	Spn PMK inh pilot replicates=4.0;MK inhibit pilot replicates=2.0;Spn DPM-DC inh pilot screen %=15.0
CCC(=O)N(Cc1ccco1)c1nc(-c2ccccc2)cs1	0.0	-1.9%	i	-2.8%	-6.9%	27.0*	3.1%	10.9%	-1.9%

Three compounds already listed, arranged by molar mass, lowest first:
SMILES	MK inhibit	Bfl-1 displacement	Spn DPM-DC inh	LYP phosphatase	HPDE-C7 viability	Spn PMK inh	Alkaline phosphatase	KRASV12 cytotoxicity	HT1080 viability	others
CC(Sc1cccc2cccc(C(=O)O)c12)C(=O)O (configuration not stated)	0.0	3.1%	i	16.3%	-1.1%	0.0	6.7%	5.7%	3.5%
CCC(=O)N(Cc1ccco1)c1nc(-c2ccccc2)cs1	0.0	-1.9%	i	-2.8%	-6.9%	27.0*	3.1%	10.9%	-1.9%
COc1cccc(CC(=O)NCC2COc3ccccc3O2)c1OC (configuration not stated)	8.0	-9.2%	i	-34.6%	-21.7%	4.0	5.7%	-10.4%	11.5%
